15-hLO-2 inh – blocks human 15-lipoxygenase 2 activity; 110,000 tested, 0.56% active; Potency, µM (doses to about 57.1 µM), for inactives: at the top dose activity change, negative = inhibition, hits mostly inhibitors; O15296; AID 881; purified 15hLO-2, xylenol orange hydroperoxide absorbance; also: potency is read from the fitted curve at half-maximal effect; nearly all actives have a fitted effect of over 60% in size; many of its hits are not listed in these tables
Target sequence (O15296 whole entry, looked up): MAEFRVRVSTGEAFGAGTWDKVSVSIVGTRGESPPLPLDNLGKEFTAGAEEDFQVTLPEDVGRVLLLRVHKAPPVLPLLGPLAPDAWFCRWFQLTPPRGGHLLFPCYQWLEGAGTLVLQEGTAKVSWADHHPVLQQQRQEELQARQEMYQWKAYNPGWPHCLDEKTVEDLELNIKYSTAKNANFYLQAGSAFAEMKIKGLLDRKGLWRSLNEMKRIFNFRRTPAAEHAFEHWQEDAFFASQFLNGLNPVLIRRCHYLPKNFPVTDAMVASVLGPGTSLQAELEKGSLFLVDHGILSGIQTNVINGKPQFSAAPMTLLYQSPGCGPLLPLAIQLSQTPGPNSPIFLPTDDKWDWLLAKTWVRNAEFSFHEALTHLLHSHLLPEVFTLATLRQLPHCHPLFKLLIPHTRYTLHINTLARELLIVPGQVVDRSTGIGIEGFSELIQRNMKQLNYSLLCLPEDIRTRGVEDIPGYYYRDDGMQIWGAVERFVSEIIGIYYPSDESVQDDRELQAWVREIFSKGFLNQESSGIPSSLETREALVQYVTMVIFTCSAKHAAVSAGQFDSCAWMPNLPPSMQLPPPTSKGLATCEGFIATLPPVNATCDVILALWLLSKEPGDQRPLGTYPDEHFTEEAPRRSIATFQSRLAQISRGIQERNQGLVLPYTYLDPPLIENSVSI
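Purified human 15hLO-2 (50 nM) preincubated 15 min with compound, then 45 uM arachidonic acid for 90 min at RT in 25 mM Hepes pH 7.5, 0.01% Triton X-100. Hydroperoxide detected by Fe-xylenol orange; 573/405 nm absorbance ratio.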
IMPase cell inh – cell-permeable inhibitors of inositol monophosphatase (IMPase); P97697; CHO-M1 cells, IP1 accumulation, HTRF TR-FRET ratio; inhibition (IP1 accumulation), % at 46.1 µM; 120,000 tested, under 10 active; active = well fitted curve in the direction sought with a large enough effect in the signal ratio, not every such curve was filed as active; inconclusive = small, poorly fitted or top-dose-only effect, or a change in a side signal; inactive = no such curve, though single readings can be large or run the other way; the % refers to the signal ratio;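 also: cells stimulated with carbachol in lithium chloride buffer; plate controls were DMSO basal wells for no effect and reference inhibitor wells for full effect; higher means more IMPase inhibition seen as more IP1 and lower FRET ratio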
Target sequence (P97697 whole entry, looked up): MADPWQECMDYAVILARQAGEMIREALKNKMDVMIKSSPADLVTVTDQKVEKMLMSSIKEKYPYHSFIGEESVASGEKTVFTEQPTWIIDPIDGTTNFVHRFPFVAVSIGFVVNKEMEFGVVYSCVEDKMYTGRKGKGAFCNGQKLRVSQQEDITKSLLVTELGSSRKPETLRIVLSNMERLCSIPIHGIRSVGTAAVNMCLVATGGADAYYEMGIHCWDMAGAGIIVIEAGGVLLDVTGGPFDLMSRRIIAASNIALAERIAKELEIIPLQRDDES
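CHO-M1, 2000 cells/well, cultured 16–30 h; cpd up to 46 uM; carbachol (50 uM solution, stimulation buffer w/ 50 mM LiCl, pH 7.4), 30 min 37C; IP-One TR-FRET, 10 min RT; Ex 320/Em 665, 620; Hill-fit AC50.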
ALOX12 inhib – blocks human 12-lipoxygenase activity | 150,000 tested, 0.12% active | purified 12-hLO, xylenol orange hydroperoxide absorbance | Potency, µM (doses to about 57.1 µM), for inactives: at the top dose activity change, negative = inhibition, hits mostly inhibitors | P18054; also: potency is read from the fitted curve at half-maximal effect; nearly all actives have a fitted effect of over 55% in size; many of its hits are not listed in these tables
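Xylenol orange chromogenic assay: hydroperoxide from 12hLO oxidises Fe(II), giving red-shifted Fe(III)-XO absorbance. Conditions: 150 nM enzyme, 40 uM arachidonic acid, 25 mM Hepes pH 7.0, 0.01% Triton X-100, 30 min, room temperature.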
PNC inhibitor – perinucleolar compartment assembly inhibition; activity change (PNC), negative = inhibition, % at 10 µM; 140,000 tested, 3.1% active; PC3M PTB-GFP, PNC prevalence imaging, 16 h; stronger effect = lower value;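 active = readout at or below -70, meaning at least 70% loss of cells showing the perinucleolar compartment, a nuclear body marking cancer cells; inconclusive = readout between -30 and a set limit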;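 also: plate controls were DMSO wells for no effect and camptothecin positive control wells for full effect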
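PC3M cells stably expressing PTB-GFP, 750–1000 cells/well, treated 16 h at 37 °C with compound (23 nl of library stock), in duplicate. After paraformaldehyde fixation and Hoechst stain, imaged at 20x; PNC prevalence scored by image analysis.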
An asterisk follows results filed as active; ? = inconclusive; / = not tested or not shown; & = joins results of further samples; [ ] = another dose, or the depositor's remark. Unless noted, calls follow the shape of the dose curve; as a rule, active = well fitted curve in the direction sought with a large enough effect; inconclusive = small, poorly fitted or top-dose-only effect, or another doubt; inactive = no such curve, though single readings can be large; an effect the other way counts as inactive or inconclusive. Unless noted, % is scaled to controls: 0 for no effect and ±100 for the full control effect. This is a subset; rates above refer to the full screens.

structure,IMPase cell inh,PNC inhibitor,ALOX12 inhib,15-hLO-2 inh
O=C1NC(=O)C(=CN2CCc3ccccc32)C(=O)N1,/,104,0%,/
O=C(Nc1ccc(Br)cc1)c1cc(Br)cc(Br)c1O,/,/,-3%[0.00818 µM],-18%[0.0915 µM]
COC(=O)C(O)(c1ccc(N=Cc2ccccc2O)c(C)c1)C(F)(F)F (configuration not stated),/,-30,-2%,/
Cn1c(O)c(C=NCCOc2ccc(Cl)cc2)c(=O)n(C)c1=O,5,41,-5%,0%
C=C[C@]12CN(C)[C@H]3C1[C@@]1(C(=O)Nc4ccccc41)[C@H]1C[C@H]2[C@H]3CO1,8[20.6 µM],/,-1%[25.6 µM],0%[25.6 µM]
CSC(=Nc1ccccc1)c1c(O)n(C)c(=O)n(C)c1=O,-2,33,-14%,-12%
O=c1[nH]cnc2[nH]cc(CN3CCCCC3)c12,/,/,8%[11.4 µM],10%[11.4 µM]
Cc1cc(C=C2C(=O)NC(=O)NC2=O)c(C)n1-c1ccc2c(c1)OCO2,9,-20,-5%,/
Nc1c(C(=O)NCc2ccco2)c2nc3ccccc3nc2n1CCN1CCOCC1,4,?,-1%,-7%
C/C(=N\Nc1ccccc1)c1c(O)n(C)c(=O)n(C)c1=O,-5,?,-9%,/

A second format for two compounds above:
Values in the order: IMPase cell inh | PNC inhibitor | ALOX12 inhib | 15-hLO-2 inh
- Nc1c(C(=O)NCc2ccco2)c2nc3ccccc3nc2n1CCN1CCOCC1
  4 | ? | -1% | -7%
- O=C1NC(=O)C(=CN2CCc3ccccc32)C(=O)N1
  / | 104 | 0% | /

Further results.
structure,IMPase cell inh,PNC inhibitor,ALOX12 inhib,15-hLO-2 inh
CC(=NCCN1CCOCC1)c1c(O)n(Cc2ccccc2)c(=O)[nH]c1=O,1,34,9%,-8%
N#Cc1cc2c(nc1SCC(=O)Nc1cc(Cl)cc(Cl)c1)C1CCN2CC1,4,30,3%,/
CCN(CC)CCN1Cc2ccccc2C1=N,12,-16,-2%,/
CCC(C)N1Cc2ccccc2C1=N (configuration not stated),-3,-15,-3%,-3%
CN1CCN(c2c(N)c(=O)oc3ccccc23)CC1,5,?,8%,0%
O=C(NCc1ccc(C(=O)N2CCC3(CC2)OCCO3)cc1)c1cccc(Br)c1,-7,-30,2%,-4%
Cc1ccc2c(c1)N(CCC(=O)N1CCC3(CC1)OCCO3)C(=O)CO2,3,4,-4%,-2%
Cc1cc(NC(=O)COC(=O)c2c(C)nn(Cc3ccccc3)c2C)no1,-4,?,-2%,-1%
O=C(Nc1nc(-c2ccccc2)c(-c2ccccc2)s1)c1ccc(S(=O)(=O)N(CCCl)CCCl)cc1,/,?,-4%,/
O=S(=O)(c1ccc(Cl)cc1)N1CC1c1ccccc1 (configuration not stated),/,?,-4%,/

2 entries from above in another layout:
O=C(NCc1ccc(C(=O)N2CCC3(CC2)OCCO3)cc1)c1cccc(Br)c1
  IMPase cell inh: -7; PNC inhibitor: -30; ALOX12 inhib: 2%; 15-hLO-2 inh: -4%
CCC(C)N1Cc2ccccc2C1=N (configuration not stated)
  IMPase cell inh: -3; PNC inhibitor: -15; ALOX12 inhib: -3%; 15-hLO-2 inh: -3%

Continuation:
structure,IMPase cell inh,PNC inhibitor,ALOX12 inhib,15-hLO-2 inh
CCC(=O)c1cn(Cc2ccccc2C#N)c2ccccc12,12,-19,10%,5%
Nc1cc(Cl)ccc1O,/,/,20µM*,-2%
CC[C@@H]1CN2CCc3cc(OC)c(OC)cc3[C@H]2C[C@@H]1C[C@@H]1NCCc2cc(OC)c(OC)cc21,3,/,-5%,30%[activator]
CCCCCCCCCCCOC(=O)c1ccccc1C(=O)OCCCCCCCCCCC,/,/,6%,-7%
NC(N)=NOCC[C@H](N)C(=O)O,-1,/,-5%,8%
COc1ccc2c(c1)CC1(CN2C)C(=O)NC(=O)N(CCc2ccccc2)C1=O (configuration not stated),-3,-5,-11%,-15%
O=C(c1cc(S(=O)(=O)N2CCOCC2)ccc1F)N1CCC2(CC1)OCCO2,1,19,1%,-6%
Cc1oc(-c2ccccc2F)nc1CS(=O)CC(=O)N1CCC2(CC1)OCCO2 (configuration not stated),-22,5,1%,0%
CCN(CC)c1ncnc2c1ncn2[C@@H]1O[C@@H](COP(=O)(O)OP(=O)(O)C(Br)(Br)P(=O)(O)O)[C@H](O)[C@@H]1O,-3,/,-5%,19%
COc1ccc(C(=O)N2CCCC2=O)cc1,-6&-2,-6,-4%&-4%&-5%,4%&20%
Cc1cc(C=C2C(=O)N(C)C(=S)N(C)C2=O)c(C)n1-c1cccnc1,/,10,-11%,/
COc1cc(N2CCOCC2)ccc1/C=C1\C(=O)NC(=O)N(C2CCCCC2)C1=O,/,69,0%,/
CCC(=Nc1ccc2c(c1)CCC2)c1c(O)n(C2CCCCC2)c(=O)[nH]c1=O,6,-2,-3%,-25%
CCOc1ccccc1C1SCC(=O)Nc2c1c(=O)[nH]n2C(CC)CC (configuration not stated),-12,13,-3%,13%
CC12CCC3C(CCC4C/C(=N/O)CCC43C)C1CCC2O (configuration not stated),/,-25,0%,/
CCC(=NCCCn1ccnc1)c1c(O)n(Cc2ccccc2)c(=O)[nH]c1=O,7,-2,5%,38%[activator]
COc1ccc(C2Oc3c(I)c(OC)cc(OC)c3CC2O)cc1OC (configuration not stated),/,/,6%,9%
CN(Cc1c[nH]c2ccccc12)C1CCCCC1,/,20,-7%,/
Cn1c(O)c(C(=O)c2ccccc2Cl)c(=O)n(C)c1=O,6,50,7%,12%
O=c1[nH]c(=O)n(Cc2ccc(F)cc2)c(O)c1C=NCc1cccnc1,4,?,-6%,1%
Cc1cccc(NC(=O)N[C@@H]2N=C(c3ccccc3)c3ccccc3N(CC(=O)c3ccccc3C)C2=O)c1,/,/,0%,-16%
O=P(C(=Nc1ccc(Cl)cc1)N1CCOCC1)(N1CCOCC1)N1CCOCC1,/,-4,-3%,/
Nc1c(C(=O)Nc2ccc([As](=O)(O)O)cc2)cnc2nnnn12,/,/,-1%[11.4 µM],-4%[11.4 µM]
O=c1[nH]c(CN2CC=C(c3ccccc3)CC2)nc2cc(C(F)(F)F)ccc12,-4,?,-10%,33%[activator]
CN1CCc2cc3c(cc2[C@@H]1O)OCO3,-9[20.6 µM],/,-3%[25.6 µM],3%[25.6 µM]
CC1CCCCN1C(=O)c1ccc(N2CC3CC(C2)c2cccc(=O)n2C3)c([N+](=O)[O-])c1 (configuration not stated),0,-10,2%,/
FC(F)(F)c1ccccc1CN1CCN(Cc2ccccc2)CC1,6,10,-29%,21%
Cc1cccc(N2C(=O)NC(=O)/C(=C\c3cccn3-c3ccc(Cl)cc3)C2=O)c1,9,82,-3%,-27%
Cc1cc([N+](=O)[O-])c(Cl)cc1NC(=O)C(C)C,/,12,-4%,/
O=C(Nc1ccc(Cl)cc1)O/N=C(\c1ccccc1)c1ccccn1,3,22,-1%,9%
CC(C)NC(C)C(=O)C12CC3CC(CC(C3)C1)C2 (configuration not stated),7,7,6%,3%
CCC12C=CCN3CCC4(c5cc(Br)c(OC)cc5N(C)C4C(O)(C(=O)OC)C1OC(C)=O)C32 (configuration not stated),-4,5,7%,30%
O=C(Nc1cccc2ccccc12)c1nn(C23CC4CC(CC(C4)C2)C3)cc1Br,0,?,10%,-14%
CCCCN1C(=O)/C(=C/c2ccc(N3CCCCCC3)cc2)C(=O)NC1=S,-5,-20,-12%,/
CCCCn1c(O)c(C(C)=NCCCN(CC)CC)c(=O)[nH]c1=O,4,2,3%,-1%
Cc1ccc(-c2cc(C(F)F)n3ncc(C(=O)N4CCC5(CC4)OCCO5)c3n2)cc1,-1,39,-2%,3%
CN1C(=O)C(C2c3ccccc3C(=O)N2Cc2ccccc2)C(=O)N(C)C1=O (configuration not stated),6,33,3%,-4%
Cc1ccc2c(c1)CC1(CN2C)C(=O)NC(=O)N(c2ccc(C)c(C)c2)C1=O (configuration not stated),3,-13,-12%,-20%
C[N+]1(C)CCc2cc3c(cc2[C@@H]1[C@@H]1OC(=O)c2c1ccc1c2OCO1)OCO3,6,/,-4%,7%
CN=C(SCc1cc2c(cc1Cl)OCO2)c1c(O)n(C)c(=O)n(C)c1=O,1,3,-11%,-13%
CCNC(=O)[C@@H]1O[C@@H](n2cnc3c(N)ncnc32)[C@H](O)[C@H]1O,0,/,-2%,10%
Nc1cc(N2CCNCC2)ccc1[N+](=O)[O-],/,37,-3%,/
COc1cccc(-n2nc(C(=O)N3CCC4(CC3)OCCO4)c3ccccc3c2=O)c1,-8,?,-7%,11%
OCC1CCCN2CCCCC12 (configuration not stated),/,/,0%[0.00818 µM],-2%[0.0915 µM]
OC(O)C(Cl)(Cl)Cl,/,/,-4%[0.00818 µM],-4%[0.0915 µM]
COC1=C[C@H]2[C@H]3Cc4ccc(OC)c(O)c4[C@@]2(CCN3C)CC1=O,3,/,-5%,-12%
O=C(c1ccco1)C12CN3CN(CN(C3)C1)C2,-2,-11,-5%,/
O=C(Nc1cccc(F)c1)N1CCC2(CC1)CCN(C(=O)Oc1ccccc1)CC2,/,/,1%,-1%
C[C@@H]1C[C@@H]([C@H](O)CC2CC(=O)NC(=O)C2)C(=O)[C@@H](C)C1,1,/,1%&-1%,-9%&-5%
C[C@]12CCC(=O)C(O)=C1CC[C@@H]1[C@@H]2CC[C@]2(C)C(=O)CC[C@@H]12,/,-5,-1%,/

Molecules listed so far with bromine:
structure,IMPase cell inh,PNC inhibitor,ALOX12 inhib,15-hLO-2 inh
O=C(Nc1ccc(Br)cc1)c1cc(Br)cc(Br)c1O,/,/,-3%[0.00818 µM],-18%[0.0915 µM]
O=C(NCc1ccc(C(=O)N2CCC3(CC2)OCCO3)cc1)c1cccc(Br)c1,-7,-30,2%,-4%
CCN(CC)c1ncnc2c1ncn2[C@@H]1O[C@@H](COP(=O)(O)OP(=O)(O)C(Br)(Br)P(=O)(O)O)[C@H](O)[C@@H]1O,-3,/,-5%,19%
CCC12C=CCN3CCC4(c5cc(Br)c(OC)cc5N(C)C4C(O)(C(=O)OC)C1OC(C)=O)C32 (configuration not stated),-4,5,7%,30%
O=C(Nc1cccc2ccccc12)c1nn(C23CC4CC(CC(C4)C2)C3)cc1Br,0,?,10%,-14%

(further entries)
structure,IMPase cell inh,PNC inhibitor,ALOX12 inhib,15-hLO-2 inh
O=C(CN1C(=O)CN=C(c2ccccc2)c2ccccc21)NCc1ccco1,-11,-11,-6%,9%[2.29 µM]
CN1CCN(C(=O)COc2ccc(S(=O)(=O)NCc3ccccc3)cc2Cl)CC1,-7,-16,3%,-1%
CC(C)CN1CCC2(CC1)CCN(S(C)(=O)=O)CC2,/,/,9%,7%
O=C(CNC(=O)OCc1ccccc1)Nc1ccc(Br)cc1C(=O)c1ccccc1Cl,10,13,0%,/
C[C@H](N)Cc1c[nH]c2ccc(O)cc12,-6&6,/,-5%&-5%,13%&-4%
C/C(=N/OC(=O)N(C)C)c1ncc(C(F)(F)F)cc1N1CCOCC1,6,-84*,-6%,17%
N=C(N)n1cc(/C=N\N=C(N)N)cn1,/,/,8%[11.4 µM],21%[11.4 µM]
CN1[C@@H]2CC[C@H]1CC(O[C@@H](c1ccccc1)c1ccccc1N)C2 (some centres not stated),23,/,3%,16%
c1cc(CN2CC3(CCNCC3)C2)ccn1,/,/,7%,16%
S=C=Nc1cccc2ccccc12,/,/,-7%,-25%
Cc1ccc(C(c2nnnn2Cc2ccccc2)N2CC=C(c3ccc(F)cc3)CC2)cc1 (configuration not stated),10,49,-21%,/
C=CCn1c(O)c(C(C)=NCCCO)c(=O)[nH]c1=O,-4,18,-1%,3%
